Screening results (PubChem)
Tau ThT inhib = qHTS for Inhibitors of Tau Fibril Formation, Thioflavin T Binding; Microtubule-associated protein tau (Homo sapiens), P10636; AID 1460, 2008; Potency, µM (highest dose often 57.4 µM), without a hit: at the highest dose activity, negative = inhibition, most hits filed as inhibitors; 270,000 compounds, 2.1% hits; recombinant tau K18 P301L, heparin-induced fibrillization, ThT fluorescence; note: nearly all actives have a fitted effect of over 55% in size
Target sequence (P10636 561-689 P618L limits assumed): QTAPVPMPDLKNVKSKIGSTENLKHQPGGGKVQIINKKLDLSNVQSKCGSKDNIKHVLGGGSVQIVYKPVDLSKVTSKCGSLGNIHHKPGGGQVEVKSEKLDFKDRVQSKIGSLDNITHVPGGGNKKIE
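Fibril formation assay: tau K18 P301L at 15 uM with trace Alexa 594 label, heparin inducer 20 uM, pH 7 sodium acetate buffer, 37 C for 6 hr; endpoint ThT signal.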
L3MBTL1 block = qHTS Assay for the Inhibitors of L3MBTL1; AlphaScreen L3MBTL1–H3K9me1 peptide binding; Potency, µM (top dose mostly 57.1 µM), for inactives: top-dose activity, negative = inhibition, usual class: inhibitors; 230,000 compounds, 0.66% hits; AID 485360, 2010; note: nearly all actives have a fitted effect of over 60% in size
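L3MBTL1 (50 nM) pre-complexed 30 min with biotinylated H3(1-15)K9me1 peptide (75 nM), then compounds added for 30 min at room temperature; AlphaScreen streptavidin donor/nickel chelate acceptor beads (10 ug/mL final) read after 30 min dark incubation.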
ALDH1A1 block = qHTS Assay for Inhibitors of Aldehyde Dehydrogenase 1 (ALDH1A1). Purified ALDH1A1, NADH fluorescence, propionaldehyde substrate. Aldehyde dehydrogenase 1A1 (Homo sapiens), P00352. Potency, µM (doses to about 75.3 µM), for the others: at the highest dose activity, negative = inhibition, actives largely listed as inhibitors. 220,000 compounds, 7.3% hits; active = well fitted inhibition curve with a large enough effect, not every such curve was filed as active; inconclusive = small, poorly fitted or top-dose-only effect, or another doubt; inactive = no such curve, though single readings can be large or run the other way;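 note: plate controls were no enzyme wells and a reference inhibitor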
TR SRC2 fluor cs = Total Fluorescence Counterscreen for Inhibitors of the Interaction of Thyroid Hormone Receptor and Steroid Receptor Coregulator 2 | TRb/SRC2 Texas Red total fluorescence interference | Potency, µM (series often up to 106 µM), inactives show top-dose fluorescence change, negative = quenching | 280,000 compounds, 0.29% hits | AID 1479, 2009; active = well fitted curve in either direction with a large enough effect; inconclusive = small, poorly fitted or top-dose-only effect
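Human TRb ligand-binding domain at 0.6 uM with 20 nM Texas Red SRC2 peptide in Tris buffer containing 1 uM T3 and 5% DMSO, incubated with compound 5 h at ambient temperature. Total fluorescence (555/632 nm) calculated as parallel + 2 × perpendicular.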
Tau fluor counter = Counterscreen qHTS for Inhibitors of Tau Fibril Formation, Fluorescence Polarization; tau K18 P301L (four-repeat tau fragment) Alexa594 fluorescence, heparin fibrillization; Potency, µM (highest dose often 57.7 µM), without a hit: at the top dose activity change, negative = decrease; 280,000 compounds, 0.93% hits; note: nearly all actives have a fitted effect of over 55% in size
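Human K18 P301L tau (15 uM unlabeled plus 0.24 uM Alexa 594-labeled, final) in 100 mM sodium acetate pH 7 was mixed with compound and 20 uM heparin and incubated 6 hr at 37 C.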
Tau fibril FP = qHTS for Inhibitors of Tau Fibril Formation, Fluorescence Polarization; Microtubule-associated protein tau (Homo sapiens), P10636; K18 P301L tau heparin fibrillization, Alexa594 FP, 6 h; Potency, µM (titrated, usually from 57.7 µM), for inactives: at the highest dose activity, negative = inhibition, usual class: inhibitors; 280,000 compounds, 0.39% hits; AID 1468, 2008; note: nearly all actives have a fitted effect of over 55% in size
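Human tau K18 […] P301L fragment, 15 uM unlabeled plus 0.24 uM Alexa 594-labeled tau (final), with compound and 20 uM heparin in 100 mM sodium acetate pH 7; 6 hr at 37 C, then Alexa 594 FP read.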
TRb-SRC2 inh = qHTS for Inhibitors of the Interaction of Thyroid Hormone Receptor and Steroid Receptor Coregulator 2. Thyroid hormone receptor beta (Homo sapiens), P10828. TRbeta-SRC2 peptide binding, fluorescence polarization; receptor liganded with 1 µM T3. Potency, µM (series often up to 106 µM), for inactives: at the top dose activity change, negative = inhibition, actives largely listed as inhibitors. 280,000 compounds, 0.065% hits. AID 1469, 2008;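 note: plate controls were bound peptide for no effect and peptide without receptor for full effect; nearly all actives have a fitted effect of over 50% in size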
Target sequence (P10828 whole entry, looked up): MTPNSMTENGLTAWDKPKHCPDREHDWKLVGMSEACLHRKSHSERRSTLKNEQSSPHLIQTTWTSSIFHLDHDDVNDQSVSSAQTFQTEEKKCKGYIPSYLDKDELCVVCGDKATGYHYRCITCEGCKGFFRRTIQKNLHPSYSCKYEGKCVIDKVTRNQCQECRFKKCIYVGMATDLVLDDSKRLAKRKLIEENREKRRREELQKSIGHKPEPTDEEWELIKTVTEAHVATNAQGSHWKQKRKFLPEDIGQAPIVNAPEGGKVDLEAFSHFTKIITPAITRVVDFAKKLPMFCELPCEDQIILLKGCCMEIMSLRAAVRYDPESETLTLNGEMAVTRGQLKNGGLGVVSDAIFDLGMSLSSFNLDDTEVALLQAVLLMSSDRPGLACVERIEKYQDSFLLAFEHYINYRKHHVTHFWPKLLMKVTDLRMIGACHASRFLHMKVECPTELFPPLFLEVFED
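Compounds were added to 0.6 uM TRb ligand-binding domain and 20 nM Texas Red-labeled SRC2 peptide in Tris buffer containing 1 uM T3, incubated 5 hr at ambient temperature, then read by fluorescence polarization.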
GLA spleen mod = qHTS Assay for Inhibitors and Activators of Human alpha-Galactosidase From Spleen Homogenate | Alpha-galactosidase A (Homo sapiens), P06280 | human spleen homogenate, 4MU-alpha-Gal fluorescence, 40 min | Potency, µM (titrated, usually from 80 µM), inactives show at the top dose activity change, negative = inhibition, most hits filed as inhibitors | 240,000 compounds, 0.008% hits;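 note: 0% = enzyme with vehicle and -100% = no enzyme basal signal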
Target sequence (P06280 32-429 limits assumed): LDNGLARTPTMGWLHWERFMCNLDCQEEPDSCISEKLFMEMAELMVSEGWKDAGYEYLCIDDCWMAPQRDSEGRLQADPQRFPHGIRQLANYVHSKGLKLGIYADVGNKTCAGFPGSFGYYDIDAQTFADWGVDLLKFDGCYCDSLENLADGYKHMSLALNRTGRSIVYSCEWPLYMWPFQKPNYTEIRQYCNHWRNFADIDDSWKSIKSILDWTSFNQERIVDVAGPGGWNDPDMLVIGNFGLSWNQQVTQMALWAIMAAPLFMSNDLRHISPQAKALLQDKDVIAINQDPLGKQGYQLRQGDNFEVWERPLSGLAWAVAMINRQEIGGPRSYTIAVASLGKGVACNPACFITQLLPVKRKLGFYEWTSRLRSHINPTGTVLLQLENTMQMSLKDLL
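Inhibition or activation of alpha-galactosidase in human spleen homogenate is scored by 4-MU fluorescence after 40 min at 37C, pH 5.0, with 1 mM substrate. AC50s come from concentration-response fitted to the Hill equation.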
Numbers without * were called inactive; ? = inconclusive; . = no result given; & = joins results of further samples; [ ] = remark or other dose. Unless noted, calls come from the whole dose curve; as a rule, active = well fitted curve in the direction sought with a large enough effect; inconclusive = small, poorly fitted or top-dose-only effect, or another doubt; inactive = no such curve, though single readings can be large; an effect the other way counts as inactive or inconclusive. Unless noted, % is set by controls: 0 for no effect and ±100 for the full control effect; potency is the fitted concentration of half-maximal effect.

SMILES	Tau ThT inhib	L3MBTL1 block	ALDH1A1 block	TR SRC2 fluor cs	Tau fluor counter	Tau fibril FP	TRb-SRC2 inh	GLA spleen mod
COCCCNC(=S)NNC(=S)Nc1ccc(OC)cc1	.	.	.	-8%	0%	0%	2%	2%
Cc1ccc2nc(NC(=S)NC(=O)c3ccco3)sc2c1	?	-9%	?	3%	-15%	-8%	-2%	-4%
O=C(CC1CCCC1)OCn1nnc2ccccc2c1=O	-3%	12%	?	1%	-10%	0%	6%	-2%
c1ccc(-c2nnc(-c3ccccn3)c(-c3ccccn3)n2)nc1	.	.	.	0%	9%	-2%	2%	-1%
CN1C(=O)C(CC(=O)N2CCN(C(c3ccccc3)c3ccccc3)CC2)N(C)C1=O (centres undefined)	2%	-5%	-4%	-3%	2%	-3%	-11%	2%
O=C(/C=C/c1ccco1)Nc1ccccn1	-4%	-1%	-6%	2%	2%	9%	6%	-10%
CCSCc1nnc(SCC(=O)Nc2nccs2)n1CC	-2%	4%	?	1%	-1%	6%	-4%	9%
O=C(NC1CCCCCC1)C1CC(=O)N(Cc2ccccc2)C1 (centres undefined)	-4%	4%	-11%	0%	-1%	-4%	-3%	1%
O=C(Cn1c2ccc(F)cc2c2nc3n(c(=O)c21)CCS3)Nc1ccc(Cl)cc1F	12%	43%[activator]	?	-3%	13%	4%	-3%	-4%
Cc1ccc(S(=O)(=O)N2CCC(C(=O)OC(C)C(=O)NCc3ccc4c(c3)OCO4)CC2)cc1 (centres undefined)	-5%	2%	0%	1%	-1%	2%	-5%	7%
CC(C)(C)C(=O)NCCn1ccc2ccccc21	7%	5%	4%	1%	12%	-9%	-14%	-4%
Oc1ccc(Cl)cc1CNCC1CCCO1 (centres undefined)	-11%	.	6%	-2%	-16%	4%	-1%	6%
C/C(=N\OCC(=O)Nc1ccc2c(c1)OCCO2)c1ccc2c(c1)OCCO2	?	?	-2%	1%	-15%	13%	-3%	1%
Cc1occc1C(=O)NCc1ccccn1	-7%	?	-7%	0%	-6%	1%	-14%	-8%
CCn1c(C)nc2cc(C(=O)NNC(=O)CCC3CCCCC3)ccc21	2%	26%	?	3.5µM*[quencher]	2%	2%	?	-1%
O=S(=O)(c1ccc(Cl)cc1)c1cnc(-c2cccnc2)nc1-c1ccccc1	11%	-7%	6%	-2%	-7%	-3%	-2%	3%
Cc1cccc(C)c1OCC(=O)Nc1nc(-c2ccc(Br)cc2)ns1	-5%	.	.	7%	-28%	?	-4%	.
c1ccc(Cn2c(Nn3cnnc3)nc3ccccc32)cc1	-1%	-15%[11.4 µM]	10%	2%	-1%	-8%	-16%	2%
Cc1nn(C)cc1C(C)Nc1nc2nonc2nc1N1CCCCC1 (centres undefined)	-9%	-2%	-3%	-1%	-6%	-1%	-2%	-2%
O=c1cc(C(F)F)oc2c1ccc1ccccc12	-12%	1%	?	-1%	-12%	0%	10%	1%
CC(=O)N1CC2(CC(=O)OC(C)C)CN(C(C)=O)CC(CC(=O)OC(C)C)(C1)C2=O	2%	.	-18%	1%	5%	-3%	-9%	-3%
O=C1NCCN1CCN1C(=O)c2ccccc2NC1c1ccccc1 (centres undefined)	4%	4%	.	-2%	1%	0%	-5%	24%
CCCc1cc(=O)[nH]c(SCC(=O)c2cc(C)n(-c3c(C)n(C)n(-c4ccccc4)c3=O)c2C)n1	0%	5%	0%	3%	3%	3%	-2%	6%
CC(=O)OCCNc1cc(Sc2nc3ccccc3[nH]2)c2nonc2c1[N+](=O)[O-]	0%	?	10%	12%	-2%	0%	6%	0%
Cc1ccc(-c2cc(C(F)(F)F)n3ncc(-c4ccc(Cl)cc4)c3n2)cc1	-9%	.	.	-2%	-9%	-3%	-3%	.
CC(C)OC(=O)c1ccc(OC(=O)c2cccnc2)cc1	-10%	6%	?	-8%	-3%	?	-5%	3%
CCc1ccccc1NC(=O)c1noc2c1CC(C(C)(C)C)CC2 (centres undefined)	-10%	.	.	3%	-10%	-7%	-4%	.
COc1cccc(NC(=O)CSc2nc3c([nH]c4ccccc43)c(=O)n2-c2cccc(Cl)c2)c1	9%	.	.	-1%	-25%	?	1%	.
CC[C@H]1C2=C3C(CC[C@H]4C(OCc5ccc(F)cc5C(F)(F)F)OC[C@](C)([C@@H]34)N(C(=O)OC(C)(C)C)C2)C2COC(=O)OCC21 (some centres undefined)	-4%	.	-8%	-4%	-3%	10%	-1%	-19%
CN(C)S(=O)(=O)N1CCN(Cc2ccccc2)CC1	-7%	.	-7%	-6%	-3%	-4%	1%	4%
CC(=O)Nc1ccccc1NS(=O)(=O)c1ccc(Cl)cc1	-11%	.	9%	0%	-15%	-1%	9%	1%
O=C(N/N=C1/CCSC1)c1cc(Br)ccc1O	?	-6%	3%	-5%	-18%	-2%	1%	1%
Cc1cccc(-c2noc(CN(C)S(=O)(=O)c3cc(Cl)ccc3Cl)n2)c1	-1%	4%[11.4 µM]	16%	-4%	-15%	-1%	0%	2%
Nc1nnc(Cc2ccccc2F)s1	-1%	8%	-7%	0%	-1%	-2%	8%	9%
c1ccc(OCCSc2nc3ccccc3o2)cc1	-17%	83%[activator]	-14%	-1%	-16%	2%	-8%	3%
CCOC(=O)c1c(C)c(-c2ccccc2)n(CC(=O)N2CCN(C)CC2)c1C	-16%	.	6%	0%	-12%	5%	3%	-4%
C/C=C1\C(OC2OC(CO)C(O)C(O)C2O)OC=C(C(=O)OC)C1CC(=O)OCC1C(C)C(OC(=O)CC2C(C(=O)OC)=COC(OC3OC(CO)C(O)C(O)C3O)/C2=C\C)CC1C(CO)CO (centres undefined)	?	-12%	-12%	-2%	-13%	-3%	-7%	-6%
O=C(c1ccc(-c2ccccc2)cc1)c1ccccc1C(=O)N1CCOCC1	-14%	.	?	1%	-6%	1%	8%	1%
CCCCc1nn2c(=O)cc(COC(=O)c3cccc(NC(=O)CCc4ccccc4)c3)nc2s1	?	.	.	-6%	-23%	-11%	6%	.
CC(=O)Oc1ccc(N2C(=O)C3C(C2=O)C(C(=O)c2ccc(Cl)cc2)N2CCCC32)cc1 (centres undefined)	35µM*	5%	.	0%	-16%	?	-4%	-5%
Cc1nnc(NNS(=O)(=O)c2ccc(Cl)cc2)[nH]c1=O	-20%	7%	.	0%	-13%	-15%	-2%	1%
CCOC(=O)c1c(-c2ccccc2)oc2ccc(OCc3cccc(Br)c3)cc12	-3%	.	.	-2%	-3%	-8%	-2%	.
O=C(Nc1ccc2c(c1)OCO2)C1CCN(C(=O)c2cccs2)CC1	-5%	-2%	?	0%	-2%	6%	-10%	-3%
CCCCOc1cccc(C2C(C(=O)c3cccs3)=C(O)C(=O)N2Cc2cccnc2)c1 (centres undefined)	-2%	-14%	11%	-1%	9%	7%	-1%	-2%
Cc1csc(SCC(=O)NCc2ccccc2)n1	1%	3%	8%	-2%	5%	1%	-5%	5%
Cc1nn(CC(=O)NCCN2CCOCC2)c(C)c1[N+](=O)[O-]	11%	44%[activator]	-4%	-2%	9%	0%	-9%	3%
CNC(=O)c1cc2cc(OC)ccc2oc1=N	-8%	3%	?	-1%	-4%	1%	9%	25%
Cc1cccc(C(=O)NCC(=O)Nc2ccc(S(=O)(=O)Nc3nc(C)cc(C)n3)cc2)c1	7%	7%	11%	-1%	1%	5%	-3%	0%
C=C1CC[C@H](O)C/C1=C/C=C1\CCC[C@]2(C)C([C@H](C)CCCC(C)(C)O)CC[C@@H]12 (some centres undefined)	?	.	5%&5%	-1%&-3%	-12%&-5%	-3%&8%	-4%&7%	-2%&15%
O=c1[nH]c(=O)n([C@@H]2C[C@H](O)[C@H](CO)O2)cc1C(F)(F)F	.	.	5%[20.9 µM]	-1%[53 µM]	.	.	1%[53 µM]	-5%[29.1 µM]
Cc1sc2nc(SC3CCOC3=O)n(Cc3ccccc3)c(=O)c2c1C (centres undefined)	-18%	-20%	16µM*	-2%	-26%	-8%	-1%	2%
COc1ccccc1C(=O)Nc1ccc(S(=O)(=O)Nc2nc(C)cc(C)n2)cc1	-5%	.	.	?	-5%	-5%	3%	.
CCC(=O)N1CCc2cc(S(=O)(=O)CCC(=O)N3CCN(c4cc(C)ccc4C)CC3)ccc21	-6%	.	.	0%	2%	-2%	-1%	.
Cc1ccn2c(NC(C)(C)C)c(-c3cccs3)nc2c1	-2%	-5%	?	0%	-11%	5%	5%	29%
NC(=O)c1ccc[n+](CC(=O)c2ccccc2)c1	.	.	.	-1%	-4%	-4%	5%	0%

Given with two lines to a compound: entries from further up.
Each structure is followed by: Tau ThT inhib, L3MBTL1 block, ALDH1A1 block, TR SRC2 fluor cs, Tau fluor counter, Tau fibril FP, TRb-SRC2 inh, GLA spleen mod
> Cc1csc(SCC(=O)NCc2ccccc2)n1
    1%, 3%, 8%, -2%, 5%, 1%, -5%, 5%
> Cc1nn(CC(=O)NCCN2CCOCC2)c(C)c1[N+](=O)[O-]
    11%, 44%[activator], -4%, -2%, 9%, 0%, -9%, 3%
> CNC(=O)c1cc2cc(OC)ccc2oc1=N
    -8%, 3%, ?, -1%, -4%, 1%, 9%, 25%
> Cc1cccc(C(=O)NCC(=O)Nc2ccc(S(=O)(=O)Nc3nc(C)cc(C)n3)cc2)c1
    7%, 7%, 11%, -1%, 1%, 5%, -3%, 0%

Structures listed so far containing a nitro group on carbon, in the order listed:
SMILES	Tau ThT inhib	L3MBTL1 block	ALDH1A1 block	TR SRC2 fluor cs	Tau fluor counter	Tau fibril FP	TRb-SRC2 inh	GLA spleen mod
CC(=O)OCCNc1cc(Sc2nc3ccccc3[nH]2)c2nonc2c1[N+](=O)[O-]	0%	?	10%	12%	-2%	0%	6%	0%
Cc1nn(CC(=O)NCCN2CCOCC2)c(C)c1[N+](=O)[O-]	11%	44%[activator]	-4%	-2%	9%	0%	-9%	3%
